Compound activity deposited in PubChem by several laboratories.
LAP4-GFP MLPCN: yeast TOR pathway LAP4-GFP modulation; S. cerevisiae LAP4-GFP multiplex, flow cytometry GFP, 3 h; median GFP as percent of DMSO wells; GFP response vs DMSO, % at 10 µM; actives 0.34% (n = 320,000);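 active = GFP response vs DMSO above a set limit, about the screen mean plus 3 SD, cut at about 150% in these data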
procasp7 counter: counter-screen for procaspase-3 activators: activators of human procaspase-7; recombinant procaspase-7, Ac-DEVD-pNA absorbance 405 nm; D23A/D198A/D206A triple mutant, cannot self-cleave; scale: DMSO 0, 5 µM enzyme 100; activation, % at 8.5 µM; actives 0.093% (n = 330,000); AID 463210;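 active = percent activation above the screen-wide mean plus 3 SD, cut at about 25% in these data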
Target sequence (P55210 whole entry D23A/D198A/D206A): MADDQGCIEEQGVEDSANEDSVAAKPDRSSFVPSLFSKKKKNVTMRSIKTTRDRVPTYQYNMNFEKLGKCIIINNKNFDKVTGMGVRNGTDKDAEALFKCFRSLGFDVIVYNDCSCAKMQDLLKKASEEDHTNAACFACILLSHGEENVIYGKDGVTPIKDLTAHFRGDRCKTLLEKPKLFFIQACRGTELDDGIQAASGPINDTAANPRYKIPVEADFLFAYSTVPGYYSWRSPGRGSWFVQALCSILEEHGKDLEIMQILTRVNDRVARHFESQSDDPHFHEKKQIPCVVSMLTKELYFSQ
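Material: Procaspase-7 triple mutant (PC-7 D3A) | Quantity: 2 µM procaspase-7 mutant as dispensed | Reagent: DEVD-pNA substrate | Times: 1 h preincubation, 2 h reaction | Technique: 405 nm absorbance of p-nitroaniline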
MEP2-GFP yeast: modulators of TOR pathway MEP2-GFP in S. cerevisiae | GFP response vs DMSO, % at 10 µM | AID 2016 | actives 0.51% (n = 330,000) | S. cerevisiae MEP2-GFP strain, flow cytometry GFP, 3 h; 100% = DMSO control level;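 active = GFP response versus DMSO above a set limit, roughly screen mean plus 3 SD, cut at about 180% in these data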;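 note: median GFP fluorescence of the barcode-gated MEP2-GFP cells per well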
AGP1-GFP MLPCN: alters AGP1-GFP fluorescence in TOR pathway yeast screen; S. cerevisiae AGP1-GFP multiplex flow cytometry, 3 h; GFP as percent of DMSO wells; GFP response vs DMSO, % at 10 µM; actives 0.02% (n = 320,000); AID 2066;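 active = GFP response relative to DMSO above a set limit, near screen average plus 3 SD, cut at about 150% in these data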;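 note: median GFP channel fluorescence of the gated AGP1 strain per well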
RPL19A TOR yeast: modulators of TOR pathway RPL19A-GFP in S. cerevisiae; AID 2025; S. cerevisiae RPL19A-GFP strain, flow cytometry, 3 h; hits give low values; percent response vs DMSO, % at 10 µM; actives 0.3% (n = 330,000);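 active = percent response vs DMSO below 50%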;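 note: median channel GFP fluorescence of the barcoded RPL19A-GFP strain; ratio of sample median GFP to plate DMSO average so 100% = DMSO; lower means less RPL19A-GFP as with rapamycin TOR inhibition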
AHR act: activates the human aryl hydrocarbon receptor; P35869; AHR-responsive luciferase reporter cells, luminescence; activation, % at 5 µM; actives 2.5% (n = 320,000); AID 2796; in the data active = activation above about 47%;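 note: 0% = vehicle wells and 100% = reference agonist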
Target sequence (P35869 whole entry, looked up): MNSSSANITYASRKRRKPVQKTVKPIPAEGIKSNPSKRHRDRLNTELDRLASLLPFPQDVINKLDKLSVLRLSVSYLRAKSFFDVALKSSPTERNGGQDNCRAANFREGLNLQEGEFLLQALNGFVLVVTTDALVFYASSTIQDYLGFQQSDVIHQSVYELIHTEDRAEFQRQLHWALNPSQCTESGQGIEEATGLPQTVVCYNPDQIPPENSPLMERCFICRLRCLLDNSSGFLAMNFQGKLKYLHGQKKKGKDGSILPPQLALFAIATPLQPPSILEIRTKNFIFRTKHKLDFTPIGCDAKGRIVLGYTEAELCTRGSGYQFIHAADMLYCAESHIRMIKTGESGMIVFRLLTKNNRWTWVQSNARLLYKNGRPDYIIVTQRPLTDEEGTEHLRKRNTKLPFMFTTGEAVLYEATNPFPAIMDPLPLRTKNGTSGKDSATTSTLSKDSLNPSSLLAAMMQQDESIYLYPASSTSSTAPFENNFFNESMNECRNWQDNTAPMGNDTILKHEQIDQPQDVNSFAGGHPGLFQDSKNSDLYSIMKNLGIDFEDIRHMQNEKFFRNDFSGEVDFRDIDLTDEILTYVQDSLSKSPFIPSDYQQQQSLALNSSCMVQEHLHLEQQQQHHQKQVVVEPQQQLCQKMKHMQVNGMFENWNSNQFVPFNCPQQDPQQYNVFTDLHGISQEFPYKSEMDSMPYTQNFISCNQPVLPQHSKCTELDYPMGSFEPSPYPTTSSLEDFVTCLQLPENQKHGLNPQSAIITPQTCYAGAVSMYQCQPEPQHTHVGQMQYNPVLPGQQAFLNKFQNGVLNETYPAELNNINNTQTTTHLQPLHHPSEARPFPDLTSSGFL
CIT2-GFP yeast: yeast TOR pathway CIT2-GFP modulation | AID 2029 | GFP response vs DMSO, % at 10 µM | S. cerevisiae CIT2-GFP strain, flow cytometry, 3 h; 100 means same as DMSO wells | actives 0.065% (n = 320,000);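 active = GFP response relative to DMSO above a set limit, near the screen mean plus 3 SD, cut at about 150% in these data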;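 note: ratio of well median GFP fluorescence to mean of DMSO wells on the plate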
procasp3 activ: procaspase-3 (human) activation; recombinant procaspase-3 D3A, Ac-DEVD-pNA absorbance 405 nm; activation, % at 8.5 µM; actives 0.11% (n = 330,000);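 active = activation above the mean of all tested compounds plus 3 SD, cut at about 21% in these data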;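 note: 0% = DMSO alone and 100% = DMSO wells spiked with extra 5 µM PC-3 D3A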
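Assay system: Autoprocessing-dead procaspase-3 D3A mutant enzyme; also added: Ac-DEVD-pNA; doses: one concentration, 8.5 µM nominal, 0.8% DMSO; times: 1 h compound preincubation, 2 h substrate hydrolysis at 25 °C; technique: 405 nm absorbance of p-nitroaniline, reads at 0 and 120 min; measure: % activation between DMSO and enzyme-spiked controls; repeats: single replicate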
Starred values were filed as active, the others as inactive; . = not tested or not shown.

SMILES | LAP4-GFP MLPCN | procasp7 counter | MEP2-GFP yeast | AGP1-GFP MLPCN | RPL19A TOR yeast | AHR act | CIT2-GFP yeast | procasp3 activ
O=C(Nc1cccc(S(=O)(=O)NCc2ccco2)c1)c1cc(-c2ccccc2)nc2ccccc12 | 95 | -1 | 103 | 92 | 95 | 2 | 98 | -2
Cc1nnc(NC(=O)c2ccccc2Oc2ccccc2)s1 | 94 | -6 | 95 | 91 | 95 | 8 | 86 | 6
CC(=O)Nc1ccc(C(=O)N/C(=C\c2ccccc2)C(=O)Nc2cccc(C(=O)O)c2)cc1 | 102 | 5 | 101 | 102 | 99 | -2 | 103 | -4
CCOC(=O)N1CCN(C(=O)c2ccc(N(C)S(C)(=O)=O)cc2)CC1 | 106 | 2 | 100 | 102 | 99 | 7 | 96 | 2
O=C(O)c1cc(Cl)c2c(c1)[C@@H]1C=CC[C@@H]1[C@H](c1ccc(S(=O)(=O)N3CCOCC3)cc1)N2 | 95 | -9 | 88 | 84 | 92 | 1 | 81 | -14
CCc1ccc(C(C(=O)NC2CCCCC2)N(C(=O)c2ccccn2)c2cccnc2)cc1 (configuration not stated) | 95 | 8 | 97 | 96 | 95 | 0 | 104 | -9
CCCOc1ccc(C(O)(CCC)CCN2CCCCC2)cc1 (configuration not stated) | 101 | 5 | 102 | 105 | 99 | 0 | 101 | -1
Cc1ccccc1Nc1nc(=O)c2cc([N+](=O)[O-])ccc2s1 | 84 | -7 | 97 | 98 | 98 | 2 | 98 | 1
CCOc1ccc(-n2cccc2C=O)cc1 | 98 | 14 | 104 | 94 | 99 | 2 | 99 | 5
O=C1CCCC/C=C\C[C@H](CC(=O)N(CCO)Cc2ccccc2)C(=O)N[C@@H](c2ccccc2)CO1 | 98 | 9 | 104 | 98 | 101 | 0 | 102 | 8
CCN=C1SC(CC(=O)Nc2sc3c(c2C#N)CCCC3)C(=O)N1CC (configuration not stated) | 100 | 4 | 100 | 108 | 99 | 8 | 100 | 5
COc1ccc(-c2cc(C(=O)Nc3cc(C)on3)no2)cc1 | 95 | 5 | 110 | 91 | 96 | 1 | 97 | 12
CN(CCO)C1=NS(=O)(=O)c2cc([N+](=O)[O-])ccc21 | 109 | 6 | 101 | 103 | 98 | -2 | 101 | 0
COc1ccccc1C(=O)CC(=O)c1ccccc1 | 88 | -7 | 98 | 90 | 103 | 41 | 93 | 4
CCOc1ccc(S(=O)(=O)N(C)CC(=O)NCc2ccc3c(c2)OCO3)cc1 | 102 | 7 | 102 | 105 | 105 | -2 | 105 | 3
CN1CCC(N(C)CC(O)c2ccccc2)CC1 (configuration not stated) | 100 | 3 | 104 | 100 | 98 | 3 | 102 | -3
NNC(=O)CNc1cccc(Cl)c1 | 111 | -4 | 93 | 98 | 98 | 10 | 96 | 6
CCCCNC(=O)c1cccc(C(=O)NCCCC)c1 | 106 | 1 | 103 | 99 | 103 | 4 | 102 | 9
CCCCCC(C(=O)O)C(C)CC(=O)NC1CCCCC1 (configuration not stated) | 102 | -6 | 107 | 101 | 103 | 1 | 103 | 4
Cc1ccc(-c2csc(N3CCN(S(=O)(=O)c4ccc5c(c4)NC(=O)CO5)CC3)n2)cc1 | 98 | -3 | 107 | 107 | 102 | 6 | 107 | 7
CC(C)Oc1cccc(C(=O)NC2=NCCS2)c1 | 114 | 8 | 93 | 98 | 94 | 11 | 95 | 8
O=C(Nc1ccc2nc3n(c(=O)c2c1)CCCCC3)c1ccccn1 | 89 | -7 | 85 | 90 | 95 | 9 | 100 | 4
Cc1cc(=O)oc2c(C)c(OCC(=O)N3CCN(c4ccc(F)cc4)CC3)ccc12 | 106 | 5 | 102 | 104 | 98 | 3 | 94 | -5
COc1ccc(-c2cn(Cc3ccc(C(=O)NCc4ccc(C)cc4)cc3)c(C(C)N)n2)cc1 (configuration not stated) | 104 | -5 | 104 | 108 | 102 | 5 | 105 | 2
Cc1cc(NC(=O)CSc2nnc3c4c(C)c(C)sc4ncn23)no1 | 91 | 4 | 105 | 101 | 97 | 1 | 96 | -7
The results go on.
SMILES | LAP4-GFP MLPCN | procasp7 counter | MEP2-GFP yeast | AGP1-GFP MLPCN | RPL19A TOR yeast | AHR act | CIT2-GFP yeast | procasp3 activ
Cc1ccc2c(c1)c1c(n2C)C(=O)CCC1 | 121 | 2 | 105 | 105 | 105 | 6 | 102 | -5
NC(=O)C1CCN(c2nc(-c3ccc(Br)cc3)cs2)CC1 | 89 | -1 | 93 | 111 | 115 | 45 | 88 | 0
COc1ccc(Cl)cc1NC(=O)CSc1nc(NS(=O)(=O)c2ccc(C)cc2)cc(=O)[nH]1 | 92 | -15 | 102 | 97 | 99 | 1 | 102 | -5
O=C(Nc1ccccc1)c1ccccc1N=Cc1cccc(O)c1 | 109 | -5 | 101 | 100 | 95 | 14 | 100 | 2
C#CCOCCOCCOCCNc1nc(N2CCN(C(=O)[C@H]([C@@H](C)O)n3cc(CCCCN)nn3)CC2)nc(N2CCN(C(=O)[C@H](C)n3cc(CCCN=C(N)N)nn3)CC2)n1 | 120 | -8 | 88 | 75 | 95 | -2 | 71 | -6
Cc1c(N=N/C(C(=O)Nc2ccccc2)=C(/O)c2ccccc2)c(=O)n(-c2ccccc2)n1C | 104 | 0 | 104 | 104 | 99 | -2 | 101 | 5
COc1ccccc1NC(=O)N1CCn2c(nc3ccccc32)C1 | 103 | 1 | 103 | 105 | 104 | 7 | 109 | -1
CCc1ccc(OCC(=O)NNC(=O)c2cc(S(=O)(=O)N3CCOCC3)ccc2N2CCCC2)cc1 | 105 | 5 | 103 | 104 | 101 | 3 | 106 | -1
Cc1ccc(S(=O)(=O)NC(=O)Nc2ccc(F)c(F)c2)cc1 | 103 | -10 | 109 | 101 | 109 | 4 | 105 | -3
CS(=O)(=O)N(CC(=O)NCc1ccc2c(c1)OCO2)c1ccc(Cl)cc1 | 105 | 2 | 100 | 102 | 100 | 3 | 96 | -7
NC(=O)c1ccc(CSc2nc3ccccc3s2)cc1 | 92 | 8 | 100 | 87 | 94 | 19 | 82 | 3
NC1=NC(c2ccccc2C(F)(F)F)N(c2ccc(F)c(Cl)c2)C(N)=N1 (configuration not stated) | 92 | 3 | 104 | 101 | 103 | 0 | 98 | -2
Cn1nc(C(C)(C)C)c([N+](=O)[O-])c1C(=O)Nc1ccccc1 | 99 | 4 | 100 | 98 | 101 | -1 | 107 | 5
Cc1ccc(OCCn2c(=S)[nH]c3c(N)ncnc32)cc1 | 103 | -18 | 108 | 97 | 100 | 6 | 102 | -12
Cc1nn(C)cc1CNC(=O)c1cnn2c1NC(c1ccc(Br)cc1)CC2C(F)(F)F (configuration not stated) | 100 | 6 | 95 | 100 | 100 | 1 | 100 | -4
COc1ccc(CNC(=O)C(C)OC(=O)C23CC4CC(CC(O)(C4)C2)C3)cc1 (configuration not stated) | 87 | -12 | 100 | 92 | 98 | 3 | 97 | -5
O=C(NC(=S)NCCc1ccccn1)c1ccco1 | 90 | 10 | 94 | 92 | 89 | 3 | 86 | -4
CC(Cn1nnc2ccccc21)C(=O)O (configuration not stated) | 115 | 2 | 106 | 109 | 101 | -1 | 108 | -1
N#Cc1cnc(Nc2ccc(F)cc2)nc1N | 107 | 4 | 93 | 104 | 94 | -1 | 86 | -5
COc1ccc(N2C(=O)CC(Sc3ccccc3C(=O)O)C2=O)c([N+](=O)[O-])c1 (configuration not stated) | 93 | -29 | 95 | 97 | 99 | 0 | 97 | -14
COc1ccccc1Nc1nc(-c2cccnc2)cs1 | 98 | 11 | 98 | 97 | 100 | 3 | 100 | -5
COCc1nnc(NC(=O)CSCc2ccccc2)s1 | 120 | 9 | 100 | 103 | 97 | 1 | 101 | 3
CC1CN(C(=O)Cn2cc(S(=O)(=O)CC(=O)N3CCOCC3)c3ccccc32)CC(C)O1 (configuration not stated) | 98 | 2 | 114 | 117 | 105 | 0 | 163* | -4
Cc1ccc(NC(=O)COC(=O)CCn2c(C)csc2=O)c([N+](=O)[O-])c1 | 97 | 5 | 102 | 89 | 85 | 1 | 88 | -9
COCC(=O)Nc1sc2c(c1C(=O)OC)C(C(=O)OC)CC2 (configuration not stated) | 102 | -2 | 104 | 105 | 101 | 1 | 104 | 0

Of the compounds above, these contain an NH in an aromatic ring:
SMILES | LAP4-GFP MLPCN | procasp7 counter | MEP2-GFP yeast | AGP1-GFP MLPCN | RPL19A TOR yeast | AHR act | CIT2-GFP yeast | procasp3 activ
COc1ccc(Cl)cc1NC(=O)CSc1nc(NS(=O)(=O)c2ccc(C)cc2)cc(=O)[nH]1 | 92 | -15 | 102 | 97 | 99 | 1 | 102 | -5
Cc1ccc(OCCn2c(=S)[nH]c3c(N)ncnc32)cc1 | 103 | -18 | 108 | 97 | 100 | 6 | 102 | -12

Next records:
SMILES | LAP4-GFP MLPCN | procasp7 counter | MEP2-GFP yeast | AGP1-GFP MLPCN | RPL19A TOR yeast | AHR act | CIT2-GFP yeast | procasp3 activ
COc1ccc(C)cc1S(=O)(=O)Nc1cccnc1 | 90 | 2 | 103 | 85 | 102 | 4 | 103 | -3
CCN(CC)CCNc1nc(-c2ccc(OC)cc2)c(-c2ccc(OC)cc2)s1 | 104 | 15 | 103 | 105 | 103 | 0 | 94 | -4
Cn1c(S(=O)(=O)Cc2ccc(Cl)cc2)nc2ccccc21 | 104 | 11 | 92 | 96 | 97 | -2 | 97 | 6
O=S(=O)(c1ccc(-c2cn3ccccc3n2)cc1)N1CCOCC1 | 103 | 7 | 101 | 102 | 102 | 0 | 102 | 7
CCOc1ccc(C(C)=O)cc1Cn1c(=O)oc2ccccc21 | 100 | 1 | 116 | 105 | 110 | 1 | 103 | 8
CCc1cc(SC#N)cc(CC)c1NC(=O)CCl | 104 | -7 | 95 | 103 | 100 | 8 | 104 | -9
Cc1ccc(NC(=O)N2CCN(C)CC2)cc1NC(=O)N1CCN(C)CC1 | 106 | 10 | 101 | 107 | 103 | 1 | 104 | -6
COc1ccc(C(=O)Nc2ccnn2C2CCN(Cc3cnn(C)c3)CC2)cc1 | 88 | 2 | 89 | 85 | 86 | -2 | 87 | 5
Clc1ncccc1-c1nc2ccccc2s1 | 97 | 5 | 99 | 93 | 93 | 10 | 95 | 3
COc1ccc(-c2[nH]ncc2CN(C)C(C)c2cccs2)c(F)c1 (configuration not stated) | 104 | -8 | 101 | 106 | 101 | 11 | . | 1
O=C(Cc1n[nH]c(=O)c2ccccc12)NCc1ccc(Cl)cc1 | 101 | -3 | 103 | 101 | 98 | 3 | 103 | 2
N#Cc1ccccc1S(=O)c1ccccc1C(=O)Nc1ccccc1 (configuration not stated) | 98 | 5 | 96 | 99 | 102 | -2 | 95 | 10
Cc1cc(NC(=O)Cn2nc([N+](=O)[O-])c(Br)c2C)no1 | 109 | 1 | 97 | 104 | 99 | 4 | 96 | -1
Cc1cc(C)cc(NC(=O)Nc2ccc3c(c2)CCC3)c1 | 91 | 5 | 91 | 96 | 97 | 16 | 96 | -5
CCN(CC)C(=O)NC(c1ccc(C)c(F)c1)C(Cl)(Cl)Cl (configuration not stated) | 85 | 12 | 96 | 92 | 94 | 4 | 91 | -2

In the list so far, these have a CF3 group:
SMILES | LAP4-GFP MLPCN | procasp7 counter | MEP2-GFP yeast | AGP1-GFP MLPCN | RPL19A TOR yeast | AHR act | CIT2-GFP yeast | procasp3 activ
NC1=NC(c2ccccc2C(F)(F)F)N(c2ccc(F)c(Cl)c2)C(N)=N1 (configuration not stated) | 92 | 3 | 104 | 101 | 103 | 0 | 98 | -2
Cc1nn(C)cc1CNC(=O)c1cnn2c1NC(c1ccc(Br)cc1)CC2C(F)(F)F (configuration not stated) | 100 | 6 | 95 | 100 | 100 | 1 | 100 | -4
